# T cell modulator = T cell immune modulators affecting CD8 T cell-vesicle binding; AID 2052; 330,000 compounds, 0.068% hits; 2C CD8+ T cell-vesicle binding, flow cytometry; stronger effect = lower value; calls only at 7 µM;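 active = response, share of CD8 T cells binding vesicles, and their 90th percentile fluorescence all below set limits, cut at about 80% in these data, passing the limit was not always enough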
#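 Also added: QL9-peptide-loaded Drosophila micro-vesicles bearing Ld, ICAM-1 and B7-1; Test system: purified 2C TCR transgenic mouse naive CD8+ T cells; Measured by: cytometric PE anti-B7-1 and Alexa647 anti-CD8 signals after 1% paraformaldehyde fixation; Timing: binding step 1.5 h, 37 °C, antibody labelling 20 min, ice.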
# T cell modulator vesicle-bound % = second read-out of T cell modulator, no call of its own (marks repeat the call); double positive events, %; measured here: CD8+ vesicle-bound cell fraction;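 binding gate set so that unloaded-vesicle control wells show 10% double positive cells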
# Active calls of the source: *; i = inactive.
SMILES,T cell modulator,T cell modulator vesicle-bound %
CCCNC(=O)CN1C(=O)NC(c2ccccc2)(c2ccccc2)C1=O,i,28.3
CC1(C)CC(NC(=O)c2ccc(Cl)c(S(=O)(=O)N(Cc3ccccc3)c3ccccc3)c2)CC(C)(C)N1,i,30.0
CCOc1ccccc1CN1CCNC(=O)C1CC(=O)N(C)Cc1nonc1C (stereo unspecified),i,17.6
CCC1(C)NC(=O)N(CC(=O)NCC(=O)Nc2c(C)cc(C)cc2C)C1=O (stereo unspecified),i,22.4
Cc1cc(C)c(NC(=O)C2=COCCO2)c(C)c1,i,54.2
O=C(CSc1nnc(NC(=O)c2c(F)cccc2F)s1)Nc1ccccc1F,i,17.0
Cc1cccc(Nc2nnc(SCC(=O)NCC3CCCO3)s2)c1 (stereo unspecified),i,50.3
Oc1ccc(Br)cc1/C=N/n1c(C2CCCCC2)n[nH]c1=S,i,11.0
O=C(C1CC(=O)N(c2ccc(F)cc2)C1)N1CCC(c2nc3ccccc3[nH]2)CC1 (stereo unspecified),i,26.3
O=C(Nc1cccc(NC(=O)c2cccs2)c1)c1ccc(Br)cc1,i,50.4
Fc1cccc(NC(=S)NNc2ccccc2)c1,i,48.9
CC(C)Oc1ccc(S(=O)(=O)N2CCCCC2)cc1NC(=O)CN1C(=O)NC(C)(c2ccccc2)C1=O (stereo unspecified),i,15.5
COCCCNC(=O)CCc1c(C)c2cc3c(C)coc3cc2oc1=O,i,42.6
Cc1cc(Br)ccc1NC(=O)CN(C)C(=O)c1cc([N+](=O)[O-])ccc1N1CCOCC1,i,19.2
O=C(COC(=O)c1nc(Cl)c(Cl)c(Cl)c1Cl)NCc1ccccc1,i,35.8
O=C(CSc1nnc(NC(=O)c2ccccc2F)s1)NCC1CCCO1 (stereo unspecified),i,51.0
CSc1ccc(C(=O)N2CCc3ccc(NC(=O)c4ccccn4)cc3C2)cc1,i,7.1
CCOCCCNC(=S)N1CCN(c2nc(-c3ccc(F)cc3)cs2)CC1,i,19.7
CC(Sc1nc2c(c(=O)[nH]1)CCCC2)C(=O)Nc1ccc(Br)cn1 (stereo unspecified),i,8.1
COC(=O)N1C(=O)[C@@](c2ccc(OC)cc2)(C(C)C)N1C(=O)OC,i,58.8
CC(=O)Nc1ccc(S(=O)(=O)NCC(=O)NNC(=O)COc2c(C)cccc2C)cc1,i,21.2
CCCCN(C(=O)c1ccc(-c2ccc([N+](=O)[O-])cc2)o1)c1c(N)n(CCCC)c(=O)[nH]c1=O,i,39.1
CN(Cc1ccccc1)C(=O)c1cccc(C(=O)N(C)Cc2ccccc2)c1,i,19.4
CCOC(=O)c1c(C)[nH]c(C)c1S(=O)(=O)N(C)CC(=O)N1CCN(c2ccc(OC)cc2)CC1,i,26.6
COc1ccc(C)cc1NC(=O)CN1C(=O)C2CC=CCC2C1=O (stereo unspecified),i,53.7
O=C(CNC(=O)c1cccc([N+](=O)[O-])c1)OCCCC(=O)c1ccc(F)cc1,i,51.6
O=C(NCCCn1ccnc1)c1ccc2nccnc2c1,i,40.8
Cn1c(=O)oc2cc(S(=O)(=O)NCc3ccc(Cl)cc3)ccc21,i,28.9
COc1ccc(S(=O)(=O)N2CCOCC2)cc1NC(=O)C1CC1,i,30.1
O=C(O)c1ccccc1NC(=O)c1ccccc1Nc1ccccc1,i,31.6
O=C(CNS(=O)(=O)c1ccc(Cl)cc1)N1CCN(c2ccc(F)cc2)CC1,i,36.7
CCN(CC(=O)Nc1c(F)cccc1F)C(=O)c1cnc(C)cn1,i,25.1
CC(=O)c1c[nH]c(C(=O)NC2CCCCCC2)c1,i,19.4
O=C(Oc1ccc(N2C(=O)C3C4CCC(C4)C3C2=O)cc1)c1ccco1 (stereo unspecified),i,69.2
CC(=O)N1CCN(C(=O)c2ccccc2NS(=O)(=O)c2ccc(F)cc2)CC1,i,42.1
NC(=O)c1c(NC(=O)c2cccnc2)sc2c1CCCCC2,i,17.5
CCn1ncc(Br)c1C(=O)NC1CCCCCCC1,i,18.1
Cc1c(C(=O)OCC(=O)NCCc2ccc(S(N)(=O)=O)cc2)oc2ccccc12,i,27.9
O=C(O)c1cc(S(=O)(=O)N2CCN(S(=O)(=O)c3ccccc3)CC2)ccc1Cl,i,48.0
CC(C)CN(CC(C)C)C(=O)CN1C(=O)NC2(CCCc3ccccc32)C1=O (stereo unspecified),i,47.7
N=c1oc2ccccc2cc1C(=O)NC1CCCCCC1,i,52.4
CC(C)(C)c1cccc(Cn2nnc3ccccc32)c1O,i,8.1
COc1cccc(CNC(=O)C2CCCN(S(=O)(=O)c3ccc4c(c3)C(C)(C)C(=O)N4C)C2)c1 (stereo unspecified),i,27.0
CC12CCC(=O)N1C(C(=O)Nc1nc3ccccc3s1)CS2 (stereo unspecified),i,19.9
CCOCCCNC(=S)N(CCO)Cc1cc2cc3c(cc2[nH]c1=O)OCCO3,i,65.0
CC1CCCCC1NC(=O)Cn1cccc1C(=O)c1ccccc1 (stereo unspecified),i,12.2
CCCN(CCC)C(=O)c1cc2c(=O)n3cccc(C)c3nc2s1,i,33.3
CCOC(=O)C1CCN(Cc2c(C(=O)N3CCOCC3)nc3c(C)cccn23)CC1,i,30.9
CC(Oc1ccccc1Cl)C(=O)Nc1ccccc1C(=O)N1CCOCC1 (stereo unspecified),i,38.5
COc1cccc(N(CC(=O)Nc2ccccc2C(=O)N2CCCC2)S(C)(=O)=O)c1,i,18.9
O=C(NCc1ccccc1)/C(=C/c1ccc([N+](=O)[O-])cc1)NC(=O)c1ccco1,i,23.1
CC(C)Oc1ccc(CNS(=O)(=O)c2csc(C(N)=O)c2)cc1,i,44.4
O=C(NCCNc1ccc([N+](=O)[O-])cc1Cl)c1ccccc1F,i,50.0
COc1ccccc1C(=O)NCCC(=O)N1CCN(c2cccc(C(F)(F)F)c2)CC1,i,12.9
Cc1cc(C)cc(C(=O)NC(CC(N)=O)c2ccc(N3CCN(c4ccccn4)CC3)c([N+](=O)[O-])c2)c1 (stereo unspecified),i,20.0
CCc1nnc2n1N=C(c1ccccc1)CS2,i,28.0
Oc1ccc(C2Nc3cccc4cccc(c34)N2)cc1,i,38.4
COc1ccc(NC(=O)CN(C)CC(=O)Nc2sc3c(c2C#N)CCC3)cc1,i,26.9
Cc1ccc(-c2cc(-c3ccccc3)nc(NN)n2)cc1,i,49.5
Cc1ccc(S(=O)(=O)N2[C@@H](c3ccc(F)cc3)C(C(=O)O)=CC[C@H]2c2cccs2)cc1,i,30.2

# Continued, starting with the last seven of the part before.
SMILES,T cell modulator,T cell modulator vesicle-bound %
COc1ccccc1C(=O)NCCC(=O)N1CCN(c2cccc(C(F)(F)F)c2)CC1,i,12.9
Cc1cc(C)cc(C(=O)NC(CC(N)=O)c2ccc(N3CCN(c4ccccn4)CC3)c([N+](=O)[O-])c2)c1 (stereo unspecified),i,20.0
CCc1nnc2n1N=C(c1ccccc1)CS2,i,28.0
Oc1ccc(C2Nc3cccc4cccc(c34)N2)cc1,i,38.4
COc1ccc(NC(=O)CN(C)CC(=O)Nc2sc3c(c2C#N)CCC3)cc1,i,26.9
Cc1ccc(-c2cc(-c3ccccc3)nc(NN)n2)cc1,i,49.5
Cc1ccc(S(=O)(=O)N2[C@@H](c3ccc(F)cc3)C(C(=O)O)=CC[C@H]2c2cccs2)cc1,i,30.2
CC1(C)Cc2c(cnn2-c2ccccc2)C(NC(=O)C2(C(N)=O)CC2)C1 (stereo unspecified),i,59.2
COc1cccc2c1cc1c(=O)n(CC(=O)NCCCN3CCN(C)CC3)nc(C)n12,i,16.1
Cc1ccc(C)c(NC(=O)C2C3C=CC(O3)C2C(=O)O)c1 (stereo unspecified),i,53.7
CC(C)(C)NC(=O)COc1ccc(S(=O)(=O)N2CCCC2)cc1,i,48.4
CCn1c(C)nnc1SCC(=O)Nc1ccc(Cl)cc1,i,45.9
COc1ccc(OCc2cc(C(=O)NCC(C)(C)N3CCOCC3)no2)c(Cl)c1,i,34.5
COc1ccc(NC(=O)CC2SC(N3CCCC3)=NC2=O)cc1Cl (stereo unspecified),i,56.8
COc1ccc(NC(=O)Cc2nnc(SCC(=O)Nc3ccc(F)cc3)n2C)cc1,i,42.5
Cc1cc(-c2ccc(S(=O)(=O)N3CCN(c4ccc(F)cc4)CC3)s2)on1,i,32.1
C=CCS(=O)(=O)N1CCCC(N(C)CCc2ccc(OC)c(OC)c2)C1 (stereo unspecified),i,48.1
CC(OC(=O)CN1C(=O)c2ccccc2C1=O)C(=O)NC1CCCCC1 (stereo unspecified),i,38.8
Cc1occc1C(=O)N(C)Cc1nc(-c2ccccc2)no1,i,38.1
C[C@@H]1CCC(=O)N(CC[C@H](N=[N+]=[N-])c2ccccc2)CC1,i,42.0
CCN(C(=O)CSc1ccc2ccccc2n1)C1CCCCC1,i,41.2
Cc1ccc(/C=N/NC(=O)c2cc3ccccc3cc2O)o1,i,23.7
O=C(CC1CCCC1)Nc1ccc(Br)cc1,i,31.5
Cc1cc(-n2c(SCC(=O)NCCC3=CCCCC3)nc3n[nH]c(C)c3c2=N)ccc1Cl,i,6.2
COCCc1nnc(NC(=O)C23CC4CC(CC(C4)C2)C3)s1,i,21.5
Oc1ccc(-c2nc(-c3ccc(F)cc3)c(-c3ccncc3)[nH]2)cc1,i,13.9
Cc1ccc(C)c(NC(=S)NNc2ccc(F)cc2F)c1,i,28.1
COc1ccc(C(=O)C2CCCN(Cc3cc(C)c(O)c(C)c3)C2)c(OC)c1 (stereo unspecified),i,18.1
C=CCc1c(C)nc(SCc2ccccc2)[nH]c1=O,i,40.1
Cc1ccc(-c2csc3ncnc(N4CCN(C(=O)c5ccco5)CC4)c23)cc1,i,38.8
Cc1ccc(C(C(=O)NC2CCCC2)N(C(=O)c2csnn2)c2ccccc2)o1 (stereo unspecified),i,39.1
CC(NC(=O)c1cc(COc2ccccc2)on1)c1nccs1 (stereo unspecified),i,17.3
Cc1cc(OCC(=O)C(C)(C)C)c2c(-c3ccccc3)cc(=O)oc2c1,i,24.7
O=S(=O)(c1ccccc1)c1cnc2ccccc2c1,i,27.4
O=C(O)CCN1C(=O)c2ccc(NC(=O)COc3ccccc3)cc2C1=O,i,8.2
Cc1ccc(C(=O)/C=C/Nc2ccc(S(=O)(=O)Nc3cc(C)nc(C)n3)cc2)cc1,i,39.3
CC1(C(=O)N2CCOCC2)CCCCC1,i,61.9
CCCN(Cc1ccc(C)cc1)C(=O)c1ccc(CNS(=O)(=O)c2ccc(C(C)=O)cc2)cc1,i,23.8
Cc1ccc(-c2nnc(Nc3cccc(O)c3)c3ccccc23)cc1S(=O)(=O)NCCO,i,66.8
O=C1CSC(=S)N1c1cccc(Br)c1,i,46.3
O=C(CCc1c[nH]c2ccccc12)OCC(=O)N1CCN(S(=O)(=O)c2ccccc2)CC1,i,38.1
Cc1noc(C)c1CSCC(=O)N(C)CC(=O)Nc1ccccc1C(F)(F)F,i,35.7
CC(=O)Nc1ccc(NC(=O)c2ccccc2N(Cc2ccccc2)S(C)(=O)=O)cc1,i,63.8
CCN(CC)C(=O)CN1C(=O)c2cccc3cccc1c23,i,44.9
COc1cc(C(=O)Nc2ccc(NC(=O)c3ccccc3Cl)nc2)cc(OC)c1OC,i,34.6
COc1ccc(C2=NS(=O)(=O)N(C)C(C(=O)NC3CCCCC3)=C2)cc1OC,i,23.5
CCCOC1CCCN(C(=O)CCc2nnc(-c3ccc4c(c3)OCO4)o2)C1 (stereo unspecified),i,21.2
COc1ccc(OC)c(S(=O)(=O)N(C)CC(=O)N2CCOCC2)c1,i,67.7
CN(C(=O)c1ccco1)c1nnc(-c2ccc(F)cc2)s1,i,29.4
O=C(Nc1ccccc1N1CCCC1)C1CCN(S(=O)(=O)c2ccccc2)CC1,i,24.0
COC(=O)[C@@]12CCCN1[C@H](c1ccc(-c3ccc4c(c3)OCO4)cc1)[C@H]1C(=O)N(C)C(=O)[C@H]12,i,25.5
O=C(Nc1cc([N+](=O)[O-])ccc1F)C1CCN(S(=O)(=O)c2cccs2)CC1,i,36.2

# Profiles from above.
# Shown for COc1ccc(C2=NS(=O)(=O)N(C)C(C(=O)NC3CCCCC3)=C2)cc1OC = T cell modulator: i; T cell modulator vesicle-bound %: 23.5
# Shown for CC(=O)Nc1ccc(NC(=O)c2ccccc2N(Cc2ccccc2)S(C)(=O)=O)cc1 = T cell modulator: i; T cell modulator vesicle-bound %: 63.8

# (cont.)
SMILES,T cell modulator,T cell modulator vesicle-bound %
Cn1c(SCC(=O)NC2CCS(=O)(=O)C2)nnc1-c1ccco1 (stereo unspecified),i,15.0
CCCCNC(=O)[C@H]1C[C@H]1[C@@H](O)[C@H](CO)NC(=O)[C@H](Cc1ccccc1)NC(=O)OC(C)(C)C,i,19.8
O=C(COC(=O)/C=C/c1ccc(F)cc1)NCc1ccc2c(c1)OCO2,i,37.4
CS(=O)(=O)N(CC(=O)N1CCc2ccccc2C1)c1cccc(F)c1,i,39.5
CCOc1ccc(/C=N/NS(=O)(=O)c2ccc(C)cc2)cc1OC,i,50.7
O=[N+]([O-])c1cccc(N(CC(O)CN2CCCC2)S(=O)(=O)c2ccccc2)c1 (stereo unspecified),i,39.6
CCCN1CCC(=O)N([C@H](CO)Cc2ccccc2)CC1,i,30.4
CCn1c(=O)c(C(=O)CN(C)CC(=O)Nc2cccc(F)c2)c(N)n(Cc2ccccc2)c1=O,i,41.6
COc1ccc(CCNc2ccc(S(N)(=O)=O)cn2)cc1,i,41.5
Cc1ccc(Cl)c(NC(=O)CSc2n[nH]c(=O)n2C2CC2)c1Cl,i,31.7
CN(C(=O)COC(=O)C1CCN(S(=O)(=O)c2c(Cl)cccc2Cl)CC1)c1ccccc1,i,13.6
O=S(=O)(c1ccc(-c2n[nH]c(=S)o2)cc1)N1CCCC1,i,34.8
CCCc1nnc(NC(=O)CCC(=O)N2CCN(C3CCCC3)CC2)s1,i,4.1
CC(C)Oc1ccc(CCNC(=O)C2CCC(=O)N(Cc3cccc(F)c3)C2)cc1 (stereo unspecified),i,9.8

# This is a subset; the hit share may differ from the screen's.
